Compound activity as filed in PubChem BioAssay.
CFTR F508del cor: correctors of CFTR F508del function in bronchial epithelial cells | AID 720511 | activity (quench increase), % at 7.58 µM | hit rate 0.36% among 350,000 | CFBE cells, YFP halide quenching; stimulated with forskolin plus potentiator P3; % fluorescence drop versus neutral controls;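 active means mean added fluorescence quench of at least 8% versus neutral control, with both replicates also reaching 8%; inconclusive means only one of the mean or replicate conditions met; inactive means mean below 8% and not both replicates reaching 8%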;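 further: cells transiently co-express mutant CFTR-F508del with the halide-sensitive YFP; corrector assay measuring rescue of mutant channel to the surface after 24 h compound exposure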
miR-122 sensor: inhibitors of miR-122 in Huh7 cells | Huh7 miR-122 Renilla luciferase sensor, 48 h; neutral wells = 0, positive control = 100 | activation (reporter increase), % at 12.5 µM | hit rate 0.3% among 340,000;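 active means mean replicate activation score at least 90 and every replicate individually at or above 90; inconclusive means only one of the two criteria met; inactive means neither criterion met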;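 further: higher luciferase means less miR-122 activity so hits act as miR-122 inhibitors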
SIRT5 block: blocks human SIRT5 desuccinylation of peptide; hit rate 1.1% among 330,000; Purified SirT5, succinyl-peptide AMC, trypsin-coupled fluorescence; inhibition, % at 15 µM; Q9NXA8; in the data active means inhibition above about 15%; inconclusive means no clear call, values can overlap the other calls
Target sequence (Q9NXA8 whole entry, looked up): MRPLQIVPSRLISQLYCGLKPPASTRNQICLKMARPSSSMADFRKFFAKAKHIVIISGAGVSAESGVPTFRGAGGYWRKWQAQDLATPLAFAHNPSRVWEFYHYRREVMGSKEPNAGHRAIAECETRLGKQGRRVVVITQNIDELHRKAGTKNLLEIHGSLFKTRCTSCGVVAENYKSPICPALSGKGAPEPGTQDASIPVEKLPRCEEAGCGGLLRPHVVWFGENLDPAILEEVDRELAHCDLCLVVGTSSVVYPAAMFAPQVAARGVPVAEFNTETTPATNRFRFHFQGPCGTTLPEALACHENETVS
ERp5 block: inhibitors of human ERp5. Q15084. inhibition, % at 9.99 µM. AID 651711. hit rate 0.05% among 350,000. ERp5 insulin aggregation, absorbance 650 nm, 90 min;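 active means mean replicate inhibition above about 25%, with every replicate also reaching it, limit read from the data, passing the limit was not always enough; inconclusive means only one of those two criteria met; inactive means neither criterion met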
Target sequence (Q15084 whole entry, looked up): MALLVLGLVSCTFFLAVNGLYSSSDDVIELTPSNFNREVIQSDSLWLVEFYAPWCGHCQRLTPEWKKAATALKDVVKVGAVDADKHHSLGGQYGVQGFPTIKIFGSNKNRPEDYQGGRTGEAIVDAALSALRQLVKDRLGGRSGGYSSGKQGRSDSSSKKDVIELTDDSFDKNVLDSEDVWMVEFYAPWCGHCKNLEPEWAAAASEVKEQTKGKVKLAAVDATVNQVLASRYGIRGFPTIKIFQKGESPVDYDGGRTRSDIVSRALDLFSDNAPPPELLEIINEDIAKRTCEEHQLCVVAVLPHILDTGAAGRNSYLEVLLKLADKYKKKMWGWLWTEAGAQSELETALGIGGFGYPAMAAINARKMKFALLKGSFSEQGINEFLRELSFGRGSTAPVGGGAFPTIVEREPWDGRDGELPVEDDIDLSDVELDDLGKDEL
DENV2 CPE: inhibitors of DENV2 cytopathic effect; DENV2-infected cells, cytopathic effect rescue, plate reader; AID 651640; CPE inhibition, % at 9.99 µM; hit rate 1.7% among 350,000; in the data active means CPE inhibition above about 20%, passing the limit was not always enough; inconclusive means no clear call, values can overlap the other calls; tested in BHK-21 cells;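 further: 0% = median of neutral control wells and 100% = median of positive control wells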
Casp6 inh: inhibitors of human caspase-6; AID 686996; hit rate 0.53% among 350,000; inhibition, % at 12.5 µM; P55212; purified caspase-6, Z-VEID-R110 cleavage fluorescence;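 active means mean inhibition across replicates at least about 35%, with every replicate also reaching that limit, limit read from the data; inconclusive means only one of the two criteria met; inactive means neither criterion met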;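 further: 0% = median of neutral control wells and 100% = no fluorescence left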
Target sequence (P55212 24-179 limits assumed): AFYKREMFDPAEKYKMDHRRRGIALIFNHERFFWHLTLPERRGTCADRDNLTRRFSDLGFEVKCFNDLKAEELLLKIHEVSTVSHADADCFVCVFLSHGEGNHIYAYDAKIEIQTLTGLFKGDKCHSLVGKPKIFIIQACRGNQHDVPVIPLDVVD
Target sequence (P55212 194-293 limits assumed): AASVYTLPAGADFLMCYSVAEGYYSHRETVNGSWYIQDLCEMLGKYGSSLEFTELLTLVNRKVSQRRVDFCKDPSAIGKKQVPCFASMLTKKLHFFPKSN
ERAP1 HTS inh: inhibitors of human ERAP1 aminopeptidase. recombinant ERAP1, Leu-AMC fluorescence, 60 min. inhibition, % at 10.7 µM. hit rate 0.15% among 340,000. AID 652197;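 active means mean replicate inhibition of at least 30%, or all replicates individually reaching that 30% level; inactive means mean below 30% and not every replicate reaching it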;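 further: 0% = neutral control wells and 100% = L-leucinethiol positive control wells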
* = called active by the depositor; ? = inconclusive; . = not tested or not shown; [ ] = remark or other dose.

SMILES | CFTR F508del cor | miR-122 sensor | SIRT5 block | ERp5 block | DENV2 CPE | Casp6 inh | ERAP1 HTS inh
CCCN(C)C[C@H]1Oc2cc(-c3ccc(C)cc3)ccc2S(=O)(=O)N([C@H](C)CO)C[C@H]1C | 0.8 | 4.1[16.7 µM] | 1.1 | -3.4 | 16.5 | 1.5 | 7.0
COCC(=O)N1CC2(C1)[C@H](c1ccccc1)[C@H](CO)N2C(=O)NC1CCCC1 | 1.2 | . | 3.5 | 0.2 | -6.0 | 0.1 | -1.6
CC(=O)OC1CCC2(C)C(=CCC3C4CC(=O)N(O)C(=O)C4(C)CCC32)C1 (configuration not stated) | -1.8 | 0.0 | . | -7.3 | 4.5 | -0.7 | 1.1
COc1cc(-c2nnn(CC(=O)NCc3ccccc3)n2)cc(OC)c1OC | 2.0 | . | 1.6 | 3.7 | 2.9 | 2.7 | 5.9
O=C(Cc1ncon1)Nc1ccc(F)c(F)c1F | -1.1 | -5.6 | -4.2 | 0.5 | -2.8 | 0.1 | -0.4
C[C@@H]1CN([C@@H](C)CO)C(=O)Cc2cc(NC(=O)C3CCCCC3)ccc2O[C@@H]1CN(C)C(=O)NC1CCCCC1 | -4.5 | 5.1[16.7 µM] | -0.9 | -1.9 | 2.1 | 0.9 | -3.8
O=C(NC(=S)Nc1cnc2ccccc2c1)c1ccccc1 | -2.6 | . | -0.9 | -1.1 | 13.8 | 3.4 | -0.3
CNC[C@@H]1Oc2cc(C#Cc3ccccc3)ccc2S(=O)(=O)N([C@H](C)CO)C[C@H]1C | -2.9 | -7.1[16.7 µM] | -2.6 | -0.5 | -10.5 | -2.1 | 1.6
COc1ccc(/C=C(/NC(=O)c2cccc([N+](=O)[O-])c2)C(=O)O)cc1 | 0.5 | . | 2.1 | 0.9 | -9.9 | 3.2 | -0.9
O=C(CSc1ccc(-c2ccc3c(c2)OCO3)nn1)Nc1nccs1 | -0.6 | 0.7 | 8.6 | -2.2 | 1.5 | 1.5 | -0.6
CCN1C(=O)N[C@@H](c2cccs2)C(C(=O)OC)=C1C | -0.5 | . | -1.6 | -0.7 | -7.0 | 4.3 | -1.4
C[C@@H]1CN([C@@H](C)CO)C(=O)c2cc(NC(=O)Nc3ccc(C(F)(F)F)cc3)ccc2O[C@@H](C)CCCCO[C@@H]1CN(C)S(=O)(=O)c1cn(C)cn1 | -1.8 | 3.1[16.7 µM] | . | . | -2.9 | . | .
Cc1ccc2c(NC(=O)c3ccc(Br)o3)cccc2n1 | -2.2 | 3.7 | -4.6 | -3.5 | 5.1 | 2.7 | -1.2
CCc1ccc(NC(=O)C(C)OC(=O)c2ccc(-n3cnnn3)cc2)cc1 (configuration not stated) | 3.8 | . | -2.5 | 1.4 | 15.3 | 1.2 | -0.1
CO[C@@H]1CN(C)C(=O)c2cc(NC(=O)C3CCC3)ccc2OC[C@@H](C)N(Cc2ccncc2)C[C@@H]1C | 5.6 | -9.8[16.7 µM] | -8.0 | 7.4 | 41.2* | 0.6 | 4.5
COc1ccc(-c2sc(Nc3ccccc3)n[n+]2-c2ccc(F)cc2)c(OC)c1OC | 2.0 | 5.1 | -7.2 | -0.2 | 136.5* | 0.8 | 1.7
O=C(Nc1ccnn1C1CCN(Cc2cccc(OCCO)c2)CC1)C1CCCC1 | 2.2 | -2.8 | 1.1 | 6.3 | -3.1 | -1.6 | -2.0
O=C(NC1CCCC1)c1cccc(S(=O)(=O)N2CCOCC2)c1 | -2.0 | . | -2.2 | -3.0 | -3.1 | -1.8 | -1.5
COc1cc(/C=N/NC(=O)c2ccc(Cn3cc([N+](=O)[O-])cn3)o2)cc(Br)c1O | -0.4 | -2.3 | . | -7.4 | 6.6 | 14.9 | 6.8
CN(Cc1cn(C)nc1-c1ccc(Oc2ccccc2)cc1)Cc1cnc2ccccn12 | 2.3 | . | 2.5 | -6.3 | -12.7 | 1.6 | -0.2
CC(C)(C)C(c1nc2ccccc2[nH]1)n1c(-c2cccc(S(C)(=O)=O)c2)nc2ccccc21 (configuration not stated) | 0.2 | . | -3.3 | 0.5 | -5.1 | -1.6 | .
CCC(=O)N[C@@H]1CC[C@@H](CC(=O)OC)O[C@@H]1CO | -0.8 | -2.9[16.7 µM] | 2.0 | -3.0 | -2.5 | 1.2 | -2.8
COc1ccc(N=C2S/C(=C\c3ccc(Cl)c([N+](=O)[O-])c3)C(=O)N2CCN(C)C)cc1 | 2.7 | -8.7 | 0.8 | 0.0 | 1.1 | -10.3 | -2.8
COc1ccc(C2c3ccc(O)cc3Oc3ncn(Cc4ccco4)c(=N)c32)cc1 (configuration not stated) | 2.6 | -9.1 | 1.1 | -4.3 | -2.3 | -0.2 | -5.4
COc1cc(CN2CC3(CN(C(=O)Nc4c(C)noc4C)C3)c3c(n(C)c4cc(OC)ccc34)[C@H]2CO)cc(OC)c1 | -1.5 | . | 1.7 | 0.0 | 3.5 | -1.1 | -0.1
CCCCCCn1c(=O)[nH]c2c(c1=O)CCC2 | 0.4 | 3.7 | . | 6.9 | -3.1 | -0.3 | -0.3
O=C(C[C@@H]1CC[C@H]2[C@@H](COC[C@H](O)CN2Cc2cc(F)ccc2F)O1)NCc1ccccc1 | -1.6 | 4.0[16.7 µM] | 1.1 | 4.3 | 4.4 | 1.1 | -3.5
CCC(=O)N1CCc2cc(S(=O)(=O)N3CCCCCC3)ccc21 | -2.0 | 0.4 | 0.5 | 1.9 | 1.4 | 3.6 | -0.9
COc1cccc(-c2csc(N3CCN(C(=S)NCC(C)C)CC3)n2)c1 | -2.0 | 10.5 | 0.9 | 0.1 | -1.1 | -0.2 | -0.2
COc1ccc2c3c(n(C)c2c1)[C@H](CO)N(Cc1ccccc1)CC31CCN(C(=O)c2ccccc2F)CC1 | -1.4 | . | 8.6 | -6.2 | ? | -1.6 | 2.0

A different layout for part of the listing above:
Screens in order – CFTR F508del cor, miR-122 sensor, SIRT5 block, ERp5 block, DENV2 CPE, Casp6 inh, ERAP1 HTS inh
> CCC(=O)N1CCc2cc(S(=O)(=O)N3CCCCCC3)ccc21
→ -2.0, 0.4, 0.5, 1.9, 1.4, 3.6, -0.9
> COc1cc(/C=N/NC(=O)c2ccc(Cn3cc([N+](=O)[O-])cn3)o2)cc(Br)c1O
→ -0.4, -2.3, ., -7.4, 6.6, 14.9, 6.8

Next section:
SMILES | CFTR F508del cor | miR-122 sensor | SIRT5 block | ERp5 block | DENV2 CPE | Casp6 inh | ERAP1 HTS inh
CN1C[C@@H]2[C@@H]3C(=O)N(Cc4ccccc4)C(=O)[C@@H]3[C@](Cc3ccccc3)(C1=O)N2C(=O)c1ccc(Br)cc1 | -1.9 | 6.4 | 4.8 | 3.1 | ? | 4.8 | -1.7
CCOC(=O)c1ccc(S(=O)(=O)Nc2cc(S(=O)(=O)N3CCOCC3)ccc2O)cc1 | 3.0 | . | -3.1 | 6.1 | -1.2 | -28.4 | 1.4
O=C(Cc1cccc(C(F)(F)F)c1)NCC(=O)Nc1cc(Cl)ccc1Cl | -2.9 | -3.5 | 1.2 | 1.3 | -4.1 | 2.3 | 0.2
CCCC#Cc1ccc2c(c1)O[C@@H](CN(C)Cc1ccncc1)[C@H](C)CN([C@H](C)CO)S2(=O)=O | 0.6 | 14.6[16.7 µM] | -1.0 | -2.4 | -8.1 | 0.4 | -0.5
S=C(Nc1ccc(Br)cc1)N1CCN(C2CCCCC2)CC1 | -0.2 | 1.0 | -2.4 | 0.0 | . | -1.5 | 0.8
Cc1cccc2cc(/C=N/NC(=O)c3ccccc3O)c(Cl)nc12 | . | . | 7.7 | -2.1 | 3.4 | 2.7 | 3.7
COc1ccc2cc([C@H](C)C(=O)N(C)Cc3ccccc3N3CCCC3)ccc2c1 | 4.2 | 3.0 | 0.6 | -1.8 | 17.2 | -1.2 | -2.5
COc1cccc(-c2ccc3c(c2)O[C@H](CN(C)C(=O)C2CCC2)[C@@H](C)CN([C@H](C)CO)S3(=O)=O)c1 | -3.2 | 24.0[16.7 µM] | 3.4 | -8.6 | 18.7 | -0.7 | 4.0
CN(c1ccccc1C(=O)Nc1ccc(F)c(Cl)c1)S(C)(=O)=O | 2.3 | -2.4 | -0.6 | 0.5 | 9.7 | 1.0 | 0.1
COc1ccc(CCNCc2ccc(OCC(=O)N3CCCCC3)c(OC)c2)cc1OC | -2.2 | 20.2 | 1.0 | -1.8 | 4.5 | 2.0 | -3.3
COc1ccc(Nc2c3c(nc4ccccc24)CCCC3)cc1OC | 0.8 | . | -4.1 | -1.4 | 3.6 | 0.7 | -0.7
C[C@@H]1CN([C@@H](C)CO)C(=O)c2ccccc2-c2ccccc2CO[C@H]1CN(C)S(C)(=O)=O | 0.0 | . | . | 6.3 | -1.1 | -0.6 | -3.0
COc1ccc(/C=C/C(=O)OCC(=O)N2CCCCCC2)cc1OC | 2.8 | . | -6.8 | 6.9 | -4.1 | 0.4 | 7.4
Cc1ccc(NC(=O)CCc2nc3ccccc3c(=O)[nH]2)cc1S(=O)(=O)N1CCOCC1 | 1.1 | . | 0.1 | -4.5 | -0.9 | 4.0 | -0.1
COc1ccccc1C(=O)NCCC(=O)NCCc1ccccc1 | -1.7 | 4.0 | -2.0 | -2.5 | 3.8 | 0.3 | -4.2
C[C@H]1CN([C@@H](C)CO)C(=O)c2cc(NC(=O)CCCN(C)C)ccc2O[C@H]1CN(C)Cc1ccc(Oc2ccccc2)cc1 | 0.4 | 1.3[16.7 µM] | -0.4 | 0.6 | . | -41.7 | 3.8
CCNC(=O)C[C@H]1CC[C@@H]2[C@@H](COc3ccc(NC(=O)Nc4ccc(Cl)cc4)cc3C(=O)N2C)O1 | -0.9 | 0.9[16.7 µM] | 0.2 | 1.0 | 10.8 | -1.0 | 1.5
COc1ccccc1Cc1c(-c2cccc(Cl)c2)nc2ccc(C)cn12 | 2.6 | 1.0 | -4.7 | -0.6 | -5.8 | 0.6 | 2.1
O=C(Nc1c(C(=O)N2CCCCC2)cnn1-c1ccccc1)c1ccco1 | 0.2 | -5.4 | 0.3 | -3.0 | 3.2 | -0.1 | 4.5
CCN(CC)CCNC(=O)c1cc([N+](=O)[O-])c(N(C)C)cc1OC | -0.7 | -0.6 | -2.1 | -4.7 | 2.1 | -6.9 | .
COc1ccc(-n2c(O)c(/C=C3\C=Nc4ccccc43)c(=O)[nH]c2=O)cc1 | -2.2 | -4.9 | 38.7* | 5.8 | -0.4 | 0.6 | 0.3
COC(=O)CCNc1ccc2c(c1)OCCO2 | . | . | -4.6 | 6.7 | . | 2.0 | -0.3
O=C(Nc1ccccc1)c1cc(C2CCCCN2S(=O)(=O)Cc2cccc(C(F)(F)F)c2)on1 (configuration not stated) | 1.2 | -1.1 | . | -2.7 | -7.6 | -0.1 | 0.4
Cc1csc(NC(=O)CCCC(=O)c2ccccc2)n1 | -3.2 | . | -2.7 | 1.5 | 3.3 | -4.6 | 0.9
Oc1ccccc1CN1CCN(C(c2ccccc2)c2ccccc2)CC1 | -2.5 | -4.6 | 0.1 | -0.9 | -0.5 | -4.4 | 2.9
C[C@@H](NC(=O)OC(C)(C)C)C(=O)NCC1CCC(C(=O)N[C@@H](Cc2ccccc2)C(=O)O)CC1 (some centres not stated) | 1.4 | -8.2 | -3.7 | 4.8 | 17.2 | -1.1 | -3.3
COc1ccc(S(=O)(=O)N2CCCc3ccccc32)cc1OC | 0.6 | . | -2.0 | -3.0 | 4.3 | -0.2 | -3.5
CO[C@@H]1CN(C)C(=O)c2ccc(NS(=O)(=O)c3cccc(F)c3)cc2OC[C@H](C)N(Cc2cc(F)ccc2F)C[C@H]1C | -1.6 | . | . | -2.6 | 4.2 | -1.0 | -1.6
CCn1ccnc1CN(C)Cc1nc(-c2ccc(C(=O)OC)cc2)no1 | -3.1 | 5.8 | -3.5 | -26.6 | -4.7 | 1.3 | -2.0
Brc1ccc(-c2ccc(/C=N/Nc3nc4ccccc4[nH]3)o2)cc1 | -7.1 | 13.1 | -3.7 | -5.3 | 3.5 | 1.1 | -1.4
CCOC(=O)c1c(C)n(C)c2cc(Br)c(O)c(O)c12 | 2.5 | -4.8 | 0.2 | -0.8 | 8.3 | 0.2 | 1.7
COc1ccc(-c2ccc([C@@H]3[C@H](C#N)N(C(=O)NC(C)C)[C@H]3CO)cc2)cc1 | 0.1 | . | 1.4 | 0.6 | 5.5 | -1.2 | 0.8
